Screening results (PubChem BioAssay)
TMEM16A act: activators or potentiators of mouse TMEM16A chloride channel | B-score at 10 µM | HEK293 TMEM16A/YFP-H148Q/I152L, iodide quench fluorescence; hits give low values | Q8BHY3 | AID 623877 | 340,000 tested, 0.3% active;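 active means fluorescence-ratio B-score plate-corrected deviation score at least 3 library SD below zero, with starting fluorescence score within 5 deviations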;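 further: channel opened by trigger with iodide after compound preincubation; score built on the fluorescence ratio of max minus min over baseline; more negative score means more quench and so TMEM16A activation or potentiation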
KCNQ1 pot: potentiates or activates the human KCNQ1 potassium channel; CHO-K1 KCNQ1, thallium flux FluxOR fluorescence; hits give high values; 310,000 tested, 0.35% active; P51787; B-score at 10 µM;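 active means fluorescence ratio B-score, a plate-corrected score, at least three library SD, with initial intensity B-score within 5 SD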
Target sequence (P51787 whole entry, looked up): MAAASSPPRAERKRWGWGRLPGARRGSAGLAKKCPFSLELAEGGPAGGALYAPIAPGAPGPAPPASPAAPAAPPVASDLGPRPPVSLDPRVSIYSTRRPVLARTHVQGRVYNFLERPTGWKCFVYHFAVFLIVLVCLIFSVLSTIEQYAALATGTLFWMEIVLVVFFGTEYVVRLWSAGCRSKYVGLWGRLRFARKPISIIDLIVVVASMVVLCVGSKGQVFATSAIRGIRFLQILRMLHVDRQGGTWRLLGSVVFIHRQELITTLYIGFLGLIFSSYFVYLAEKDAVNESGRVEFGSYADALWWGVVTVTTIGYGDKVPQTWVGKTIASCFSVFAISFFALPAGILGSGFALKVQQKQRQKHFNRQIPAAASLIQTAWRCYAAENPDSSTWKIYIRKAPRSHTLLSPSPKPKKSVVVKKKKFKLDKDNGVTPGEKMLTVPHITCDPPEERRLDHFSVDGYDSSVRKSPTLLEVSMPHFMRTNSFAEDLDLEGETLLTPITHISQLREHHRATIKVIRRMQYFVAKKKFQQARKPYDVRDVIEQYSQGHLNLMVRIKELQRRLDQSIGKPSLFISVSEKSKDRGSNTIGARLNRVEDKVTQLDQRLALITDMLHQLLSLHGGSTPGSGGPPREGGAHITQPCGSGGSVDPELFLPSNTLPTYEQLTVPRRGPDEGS
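Assay system: CHO-K1 cells stably expressing KCNQ1. Medium: assay buffer for compound exposure, DMSO matched across wells. Timing: 37 °C overnight plating, 90-min dark dye load, 20-min compound pretreatment. Signal: kinetic FluxOR fluorescence, 10 s baseline plus 110 s post-stimulus.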
KCNK9 inh: inhibitors of human KCNK9 two-pore domain potassium channel | AID 488922 | 310,000 tested, 1.2% active | Q9NPC2 | B-score at 10 µM | HEK293 KCNK9, FluxOR thallium flux fluorescence; hits give low values;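 active means ratio B-score over 3 SD below the library mean, with starting fluorescence within 5 SD of its mean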;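 further: negative B-score means less thallium flux so channel inhibition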
ANO1 block: inhibitors of mouse TMEM16A calcium-activated chloride channel; Q8BHY3; HEK293 TMEM16A/YFP iodide influx fluorescence, ionomycin; normalized B-score (activity score, 25-100; higher = stronger inhibition) at 10 µM; 310,000 tested, 1.2% active;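 active means ratio plate-corrected score three or more library SD toward inhibition, starting fluorescence score within five deviations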;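 further: score derived from kinetic fluorescence span divided by baseline fluorescence per well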
KCNQ1 inh: blocks the human KCNQ1 potassium channel; P51787; CHO-K1 KCNQ1, FluxOR thallium flux fluorescence; hits give high values; B-score at 10 µM; 310,000 tested, 1.3% active; AID 2642;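 active means compounds whose thallium flux B-score, printed positive for inhibition, exceeds three library SD while starting fluorescence stays within three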;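 further: channel opened by potassium depolarization with thallium stimulus after 20 min compound exposure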
RGS4 block: human RGS4 inhibition. B-score at 10 µM. HEK293 M3R/RGS4 inducible, Fluo-4 calcium flux; hits give high values; triggered by carbachol at its EC20. AID 463165. 310,000 tested, 0.45% active;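 active means B-score, a plate-corrected calcium signal, over three deviations above library mean, with baseline fluorescence within five deviations of library mean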;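 further: RGS4 expression induced by doxycycline in cells with stable M3 receptor; B-score is computed from the integrated fluorescence ratio over baseline after carbachol; higher B-score means a larger calcium signal and so more RGS4 inhibition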
Target sequence (P49798 whole entry, looked up): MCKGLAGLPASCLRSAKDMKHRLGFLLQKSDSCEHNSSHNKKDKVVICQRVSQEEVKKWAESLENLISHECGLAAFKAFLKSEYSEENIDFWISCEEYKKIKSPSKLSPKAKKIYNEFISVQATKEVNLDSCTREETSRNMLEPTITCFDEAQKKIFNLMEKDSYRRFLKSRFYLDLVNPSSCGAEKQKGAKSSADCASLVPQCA
KCNK3 block: human KCNK3 channel inhibition, primary screen; B-score at 10 µM; O14649; CHO-KCNK3 thallium flux, FluxOR fluorescence; hits give low values; 340,000 tested, 0.84% active;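 active means B-score under library mean minus 4 SD, starting fluorescence ratio at most library mean plus 5 SD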;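 further: more negative B-score means stronger inhibition of thallium flux through KCNK3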
hERG rescue: shields human hERG channel from block by proarrhythmic agents. 310,000 tested, 0.51% active. activation (rescue from dofetilide block), less the hit threshold, % at 10 µM. Q12809. AID 1511. CHO-hERG, FluxOR thallium flux, dofetilide IC70 present;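 active means activation above the mean of controls blocked by dofetilide plus 5 SD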;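 further: thallium influx through hERG after potassium depolarization seen as dye fluorescence rise; in these data hits start at about 4.7%; inactives centre near -7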
MrgX1 PAM: human MrgX1 positive allosteric modulation, primary screen. MrgX1-HEK293, Fluo-4 calcium flux, FDSS; hits give high values. AID 588675. B-score at 10 µM. Q96LB2. 310,000 tested, 0.63% active;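 active means plate-corrected calcium response at least 3 library SD above typical, normal starting fluorescence, not activating the receptor alone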;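 further: compound read alongside a low EC10 to EC30 dose of BAM8-22 agonist; peak minus trough fluorescence over baseline measured at the second addition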
RGS4 pot: potentiators or activators of RGS4; 310,000 tested, 0.92% active; HEK293 M3R/inducible RGS4, carbachol calcium flux Fluo4; hits give low values; B-score at 10 µM;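 active means B-score of the integrated calcium signal more than 4 SD below the library mean, with starting fluorescence not abnormally high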;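 further: negative B-score means reduced calcium response which marks RGS4 activation or potentiation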
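Material: Inducible-RGS4 HEK293 cells carrying M3 receptor; also added: carbachol at ECmax as muscarinic agonist stimulus; incubation: compound preincubation 20 min at room temperature before agonist; signal: Fluo4-AM (2 µM) calcium-flux fluorescence, kinetic read; measure: integrated calcium ratio converted to B score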
MrgX1 ag: agonists of human MrgX1 receptor; Q96LB2; MrgX1-HEK293 cells, Fluo-4 calcium fluorescence, agonist mode; hits give high values; B-score at 10 µM; 310,000 tested, 0.44% active; AID 588627;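 active means calcium response B-score plate-corrected fluorescence ratio at least 3 library SD, with starting fluorescence B-score inside 5 SD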
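System – MrgX1-expressing HEK293 cells · Incubation – cells plated overnight, dye loaded 0.5 h 37 °C, 0.5 h room temperature · Technique – kinetic Fluo-4 NW fluorescence of intracellular calcium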
* marks the source's active call; other numbers are inactive results; i = inactive; nt = not tested or not shown.

SMILES	TMEM16A act	KCNQ1 pot	KCNK9 inh	ANO1 block	KCNQ1 inh	RGS4 block	KCNK3 block	hERG rescue	MrgX1 PAM	RGS4 pot	MrgX1 ag
O=C(CNc1ccc2ccccc2c1)N/N=C/c1ccc(OC(=O)/C=C/c2ccco2)cc1	i	i	i	i	i	i	i	-4.6	i	i	i
NC(=O)/C(=N\O)c1ccccc1	i	i	i	i	i	i	i	-7.6	i	i	i
O=C(c1ccco1)N1CCN(c2ncnc3c2cnn3-c2ccccc2)CC1	i	i	i	i	i	i	i	-4.6	i	i	i
COc1ccc(NC(=S)Nc2ccccn2)cc1	i	i	i	i	i	i	i	-4.0	i	i	i
COC(=O)CN(c1ccccc1)S(=O)(=O)c1ccccc1	i	i	i	i	i	i	i	-2.2	i	i	i
O=C1OCC/C1=C\OCCCO/C=C1\CCOC1=O	i	i	i	i	i	i	i	-3.6	i	i	i
Cc1cc(C)n(-c2ncccc2[N+](=O)[O-])n1	i	i	i	i	i	i	i	-2.9	i	i	i
CCOC(=O)C1CCN(Cc2cc(C(C)C)c(O)c(C(C)C)c2)CC1	i	i	i	i	i	i	i	-10.1	i	i	i
CC(=O)c1cccc(NS(=O)(=O)c2cc3c(cc2C)NC(=O)CO3)c1	i	i	i	i	i	i	i	-3.8	i	i	i
CCCCOc1ccc(C2/C(=C(/O)c3ccc4c(c3)CC(C)O4)C(=O)C(=O)N2CCCN2CCOCC2)cc1OC (centres undefined)	i	i	i	i	i	i	i	-10.0	i	i	i
O=C(COC(=O)c1cc2c(s1)CCCC2)Nc1ccc(Cl)cn1	i	i	i	i	i	i	i	-8.0	i	i	i
COc1ccccc1/C=C1\Oc2cc(OC(=O)N3CCOCC3)ccc2C1=O	i	i	i	i	i	i	i	-7.5	i	i	i
CCOC(=O)/C(C#N)=C/c1ccc(SC)cc1	i	i	i	i	i	i	i	42.5*	i	i	i
COc1cccc(CNc2ccc3c(c2)ncn3C)c1OC	i	i	i	i	i	i	i	-10.2	i	i	i
Cc1ccccc1OCC(=O)NNC(=O)CCc1ccccc1	i	i	i	i	i	i	i	-10.6	i	i	i
COC(=O)c1[nH]c2cccc(OC)c2c1NC(=O)CCN1CCC(C)CC1	i	i	i	i	i	i	i	-1.6	i	i	i
CC(C)C(=O)Nc1cccc(-c2cnc3ccccc3n2)c1	i	i	i	i	i	i	i	-8.9	i	i	i
CCc1ccc(NC(=O)N(C2CCC(C)CC2)C2CCN(C(C)=O)CC2)cc1 (centres undefined)	i	i	i	i	i	i	i	-8.2	i	i	i
CN(Cc1ccccc1)S(=O)(=O)c1cccc(C(=O)O)c1	i	i	i	i	i	i	i	-9.4	i	i	i
CCCn1nnnc1SCC(=O)NCc1ccc(OC)cc1	i	i	i	i	i	i	i	-6.0	i	i	i
CC(=O)Nc1ccc(NC(=O)C(C)OC(=O)CCc2c[nH]c3ccccc23)cc1 (centres undefined)	i	i	i	i	i	i	i	-15.5	i	i	i
Cc1ccccc1CC1(CO)CCCN(C(=O)CCN2CCCO2)C1 (centres undefined)	i	i	i	i	i	i	i	-5.6	i	i	i
Cc1ccccc1CC(=O)NC1CCCCCC1	i	i	i	i	i	i	i	-3.0	i	i	i
Cc1nnc(SCC(=O)N2CCN(c3ccccc3)CC2)n(N)c1=O	i	i	i	i	i	i	i	-4.9	i	i	i
CNC(=S)N/N=C(\C)c1ccc(Cl)s1	i	i	i	i	i	i	i	-3.2	i	i	i
SMILES	TMEM16A act	KCNQ1 pot	KCNK9 inh	ANO1 block	KCNQ1 inh	RGS4 block	KCNK3 block	hERG rescue	MrgX1 PAM	RGS4 pot	MrgX1 ag
CCOc1cccc(C2C(C#N)=C(N)Oc3cc(C)oc(=O)c32)c1OCC (centres undefined)	i	i	i	i	i	i	i	-4.0	i	i	i
C=CCn1c(SCc2csc(C)n2)nc2sc3c(c2c1=O)CCCC3	i	i	i	i	i	i	-8.89*	-9.2	i	i	i
CCOC(=O)N1CCN(C(=O)COc2ccccc2Cl)CC1	i	i	i	i	i	i	i	-3.4	i	i	i
O=c1[nH]c2ccsc2c(=O)n1-c1ccc(F)c(Cl)c1	i	i	i	i	i	i	i	-9.9	i	i	i
CN(CC(=O)N1CCc2ccccc21)S(=O)(=O)c1ccc(Br)s1	i	i	i	i	i	i	i	-8.3	i	i	i
CC1=C(C(=O)Nc2cc(C(=O)N3CCC(C)CC3)ccc2C)SCCO1	i	i	i	i	i	i	i	-4.1	i	i	i
CCOC(=O)N1CCN(C(=O)c2cn(CC)c3ccc(S(=O)(=O)N4CC(C)CC(C)C4)cc3c2=O)CC1 (centres undefined)	i	i	i	i	i	i	i	-3.7	i	i	i
N/C(=N\OC(=O)C(c1ccccc1)c1ccccc1)c1ccccn1	i	i	i	i	i	i	i	-5.4	i	i	i
Cc1ccccc1NC(=O)C1CCN(C(=O)N2CCOc3ccccc32)CC1	i	i	i	i	i	i	i	-9.6	i	i	i
CC(C)(C)NC(=O)N1CCC(CO)(Cc2ccccc2Cl)CC1	-6.9*	i	i	i	i	i	i	-9.6	i	i	i
O=C(COC(=O)c1ccc(N2CCCC2=O)cc1)NCc1ccco1	i	i	i	i	i	i	i	-15.6	i	i	i
CCOc1ccc(Cn2nnc(C(=O)NCCc3ccccc3)c2N)cc1	i	i	i	i	i	i	i	-6.0	i	i	i
CCOC(=O)c1c(S(=O)(=O)Nc2cccc(-c3ccno3)c2)c(C)n(C)c1C	i	i	i	i	i	i	i	-3.2	i	i	i
O=C(N/N=C/c1cccc(OC(=O)c2ccc([N+](=O)[O-])cc2)c1)c1cccnc1	i	i	i	i	i	i	i	-6.6	i	i	i
Cc1[nH]n(-c2ncc(-c3ccccc3)s2)c(=O)c1C(c1ccc(Cl)cc1)C(C#N)C#N (centres undefined)	i	i	i	i	7*	13.7*	i	-15.3	i	i	i
Cc1ccc2[nH]c(=O)c3cc(C(=O)NCCN4CCN(C)CC4)sc3c2c1	i	i	i	i	i	i	i	-5.5	i	i	i
COCCNC(=O)/C(C#N)=C/c1cc(C)n(-c2ccc(C)cc2)c1C	i	i	i	i	i	i	i	-8.8	i	i	i
COC/C=C/C1=CC2=CC(=O)C(C)(OC(=O)c3cnc4ccccc4n3)C(=O)C2=CN1CCCOC(C)C (centres undefined)	i	i	i	i	i	i	i	-5.8	i	i	i
Cc1ccc[n+](CC(=O)Nc2ccc(Cl)c([N+](=O)[O-])c2)c1	i	i	i	i	i	i	i	-4.2	i	i	i
COc1cccc(N2CCN(C(=O)C3CCN(S(=O)(=O)c4ccc5c(c4)CC(C)N5C(C)=O)CC3)CC2)c1 (centres undefined)	i	i	i	i	i	i	i	-6.9	i	i	i
O=C(Nc1ccccc1-c1ccccc1)C12CC3CC(CC(C3)C1)C2	i	i	i	i	i	i	i	1.9	i	i	i
Cn1c(=O)c2sccc2n2c(CCCC(=O)NCc3cccnc3)nnc12	i	i	i	i	i	i	i	-3.8	i	i	i
COc1ccc(/C(N)=N/OC(=O)CCc2ccccc2)cc1OC	i	i	i	i	i	i	i	-4.2	i	i	i
CCc1ccc(S(=O)(=O)/N=C2\C=C(Nc3cccc(C(=O)O)c3)C(=O)c3ccccc32)cc1	i	i	i	25*	i	i	i	-18.0	i	i	i
Cc1cccc(/C=N/NC(=O)c2ccc(NC(=O)c3ccccc3Cl)cc2)n1	i	i	i	i	i	i	i	-2.9	i	i	i
SMILES	TMEM16A act	KCNQ1 pot	KCNK9 inh	ANO1 block	KCNQ1 inh	RGS4 block	KCNK3 block	hERG rescue	MrgX1 PAM	RGS4 pot	MrgX1 ag
CCOC(=O)CSc1ncnc2c1cnn2-c1ccc(Cl)cc1	i	i	i	i	i	i	i	-3.4	i	i	i
COc1ccc(COC(=O)C2CC(=O)N(Cc3ccc(C)cc3)C2)cc1 (centres undefined)	i	i	i	i	i	i	i	-4.9	i	i	i
Cc1c(Cc2ccc3c(c2)OCO3)sc(NC(=O)c2ccc3ccccc3c2)c1C(N)=O	nt	i	i	i	i	i	nt	-7.3	i	i	i
Cc1ccc(-c2csc(NC(=O)c3ccc(C)o3)n2)cc1	i	i	i	i	i	i	i	-7.0	i	i	i
O=c1cc(-c2ccc3c(c2)OCO3)oc2ccccc12	i	i	i	i	i	i	i	-8.4	i	i	i
Cc1cc(C)cc(N(CC(=O)NC2CCCC2)C(=O)C2(C)CC(=O)N=C3C=CC=CN32)c1 (centres undefined)	i	i	i	i	i	i	i	-6.2	i	i	i
CC(=O)OCC1=C(C(=O)O)N2C(=O)C(NC(=O)c3ccc(COc4cccc(Cl)c4Cl)o3)C2SC1 (centres undefined)	i	i	i	i	i	i	i	-6.1	i	i	i
COC(=O)c1ccc(C2c3c(oc4ccccc4c3=O)C(=O)N2CCCN2CCOCC2)cc1 (centres undefined)	i	i	i	i	i	i	i	-7.3	i	i	i
Cc1cc(-c2nnc3n2N=C(c2ccc(F)cc2)CS3)n[nH]1	i	i	i	i	i	i	i	-0.1	i	i	i
Cc1cc(C)cc(Nc2ccc3nonc3c2[N+](=O)[O-])c1	i	i	i	i	i	i	i	-6.3	i	i	i
CC1CCCCN1C(=O)CN1C(=O)CSc2ccc(S(=O)(=O)N3CCOCC3)cc21 (centres undefined)	i	i	i	i	i	i	i	-8.3	i	i	i
CCOc1cc(S(=O)(=O)NCc2ccc3c(c2)OCO3)c(C)cc1C	i	i	i	i	i	i	i	-8.6	i	i	i
Cc1ccc2cc(CCNC(=O)c3ccc(S(=O)(=O)N4CCOCC4)cc3)c(=O)[nH]c2c1	i	i	i	i	i	i	i	-14.5	i	i	i
COc1ccc(NC(=O)CCC(=O)Nc2nnc(CC(C)C)s2)cc1Cl	i	i	i	i	i	i	i	-7.1	i	i	i
Fc1ccc(Nc2nc(-c3ccncc3)nc3ccccc23)cc1	i	i	i	i	i	i	i	-1.8	i	i	i
COc1ccc(CCNC(=O)c2cccc(C(=O)NCCc3ccc(OC)cc3)n2)cc1	i	i	i	i	i	i	i	-8.6	i	i	i
CCOC(=O)N1CCN(C(=O)CSc2nc(=O)n3cc(C)ccc3n2)CC1	i	i	i	i	i	i	i	-4.8	i	i	i
COc1ccc2c(c1)Sc1ccccc1N2	i	i	i	nt	i	i	i	0.4	nt	i	nt
